Source: PubChem
GASC1 inh = blocks human GASC-1 (KDM4C) demethylase activity | inhibition, % at 12.5 µM | AID 720574 | GST-KDM4C 2-372, H3K9me3 peptide, LANCE TR-FRET | actives 0.15% (n = 96,000) | Q9H3R0;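 active means mean replicate inhibition above about 25%, with at least 55% of replicates also reaching it, limit read from the data, passing the limit was not always enough; inconclusive means only one of those two conditions met; inactive means neither condition met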
Target sequence (Q9H3R0 2-372 limits assumed): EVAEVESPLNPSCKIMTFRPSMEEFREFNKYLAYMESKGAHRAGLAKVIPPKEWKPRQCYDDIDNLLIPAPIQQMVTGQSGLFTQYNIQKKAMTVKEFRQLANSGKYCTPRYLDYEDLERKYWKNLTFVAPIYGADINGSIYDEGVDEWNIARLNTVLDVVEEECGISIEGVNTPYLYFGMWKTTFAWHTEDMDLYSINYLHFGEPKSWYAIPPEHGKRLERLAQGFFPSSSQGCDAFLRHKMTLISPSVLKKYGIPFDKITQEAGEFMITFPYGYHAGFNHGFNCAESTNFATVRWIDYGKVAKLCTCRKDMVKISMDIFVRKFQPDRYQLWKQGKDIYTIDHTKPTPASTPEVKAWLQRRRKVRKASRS
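material = GST-tagged GASC-1 (JMJD2C) catalytic fragment, aa 2-372 | amount = enzyme final amount 10 nM | medium = HEPES buffer, pH 7.5, plus ascorbate | also added = H3K9me3 peptide substrate, Fe(II), 2-oxoglutarate | dosing = single dose | times = 30 min demethylation and 1 h detection at room temperature | detection = LANCE TR-FRET | read-out basis = Fall in 671/618 emission ratio as inhibition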
Pf Dd2 inh = blocks growth of Plasmodium falciparum Dd2 parasites; P. falciparum Dd2 growth, SYBR Green, 72 h; hits give low values; activity change, % at 10 µM; actives 2.3% (n = 94,000); AID 1159554; in the data active means activity change below about -80%; inconclusive means no clear call, values can overlap the other calls
Tcruzi prolif = T. cruzi proliferation inhibition. inhibition, % at 8.34 µM. T. cruzi beta-gal in NIH3T3, GalScreen luminescence, 90 h. actives 5.9% (n = 77,000);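 active means mean inhibition above about 93%, with at least 55% of replicates each passing it, limit read from the data, passing the limit was not always enough; inconclusive means only one of those two conditions holds; inactive means neither condition holds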
C diff HTS = C. difficile growth inhibition | actives 0.25% (n = 86,000) | Clostridium difficile clinical isolate growth, OD600, 24 h; hits give low values | growth activity, negative = inhibition, % at 16 µg/mL (by protocol) | AID 1259249;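 active means mean growth activity at or below -80% and every replicate also at or below -80%; inconclusive means mean at or below -80% but some replicate above -80%; inactive means mean growth activity above -80%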;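 further: 0% = DMSO wells and -100% = levofloxacin 16 µg/mL wells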
An asterisk follows results filed as active; ? = inconclusive; . = no result given; & = joins results of further samples.

SMILES,C diff HTS,Tcruzi prolif,GASC1 inh,Pf Dd2 inh
C[C@@H]1CCCCO[C@@H](CN(C)C(=O)Nc2ccc(F)cc2)[C@H](C)CN([C@H](C)CO)C(=O)c2cc(NC(=O)c3ccncc3)ccc2O1,-0.3,35.1,-3.5,-7.0
C[C@H](O)C#Cc1ccc2c(c1)O[C@H](CN(C)C(=O)c1ccccc1)[C@H](C)CN([C@H](C)CO)S2(=O)=O,-3.2,15.7,0.8,-3.0
CN(C)C(=O)c1cc2c(c(-c3cccc(C4=CCCCC4)c3)n1)[C@@H](CCO)N(S(C)(=O)=O)C2,29.2,.,-1.0,4.1
CCCC#Cc1ccc2c(c1)O[C@@H](CN(C)C(C)=O)[C@@H](C)CN([C@H](C)CO)S2(=O)=O,-0.4,.,1.0,-30.8
CN(C)C(=O)C[C@@H]1CC[C@@H]2[C@@H](COc3ccc(NC(=O)c4ccc(F)cc4)cc3C(=O)N2C)O1,-0.5,-30.9,-0.1,.
COc1ccc2c3c([nH]c2c1)[C@H](CO)N(Cc1ccncc1)CC31CN(Cc2ccc(-c3ccccn3)cc2)C1,5.3,.,0.8,-89.2*
CC(=O)N(C)C[C@H]1Oc2cc(-c3ccccc3)ccc2S(=O)(=O)N([C@@H](C)CO)C[C@H]1C,.,53.0,0.3,-9.9
CN1C(=O)c2cc(NC(=O)Cc3ccccc3)ccc2OC[C@H]2O[C@@H](CC(=O)NCC3CC3)CC[C@@H]21,3.4,-16.4,?,-3.4
C[C@H]1CN([C@@H](C)CO)C(=O)Cc2cc(NS(C)(=O)=O)ccc2O[C@H]1CN(C)S(=O)(=O)c1ccc(F)cc1,-0.9,5.6,-0.4,13.0
CC(C)NC(=O)Nc1ccc2c(c1)CC(=O)N([C@@H](C)CO)C[C@@H](C)[C@H](CN(C)S(=O)(=O)c1ccccc1)O2,-1.2,12.3,-0.3,-3.0
COc1ccccc1NC(=O)N1CCCCN2[C@H](CO)[C@@H](c3ccc(-c4cccc(C#N)c4)cc3)[C@H]2C1,6.9,55.0,16.3,-4.9
C[C@@H]1CN([C@H](C)CO)C(=O)c2cccc(NS(=O)(=O)c3ccccc3)c2O[C@@H]1CN(C)C(=O)Nc1ccc(F)cc1,6.0,-35.5,0.2,26.7

Reformatted: results already given.
SMILES: CN(C)C(=O)c1cc2c(c(-c3cccc(C4=CCCCC4)c3)n1)[C@@H](CCO)N(S(C)(=O)=O)C2
  C diff HTS = 29.2	Tcruzi prolif = .	GASC1 inh = -1.0	Pf Dd2 inh = 4.1
SMILES: CCCC#Cc1ccc2c(c1)O[C@@H](CN(C)C(C)=O)[C@@H](C)CN([C@H](C)CO)S2(=O)=O
  C diff HTS = -0.4	Tcruzi prolif = .	GASC1 inh = 1.0	Pf Dd2 inh = -30.8
SMILES: CN(C)C(=O)C[C@@H]1CC[C@@H]2[C@@H](COc3ccc(NC(=O)c4ccc(F)cc4)cc3C(=O)N2C)O1
  C diff HTS = -0.5	Tcruzi prolif = -30.9	GASC1 inh = -0.1	Pf Dd2 inh = .
SMILES: COc1ccc2c3c([nH]c2c1)[C@H](CO)N(Cc1ccncc1)CC31CN(Cc2ccc(-c3ccccn3)cc2)C1
  C diff HTS = 5.3	Tcruzi prolif = .	GASC1 inh = 0.8	Pf Dd2 inh = -89.2*

(further entries)
SMILES,C diff HTS,Tcruzi prolif,GASC1 inh,Pf Dd2 inh
C[C@@H]1CCCCO[C@@H](CN(C)Cc2ccncc2)[C@H](C)CN([C@H](C)CO)C(=O)c2cc(NC(=O)C3CCCCC3)ccc2O1,3.5,72.1,0.5,.
CCCC#Cc1ccc([C@H]2[C@H]3CN(C(=O)Nc4ccccc4F)CC(=O)N3[C@H]2CO)cc1,-0.5,.,0.7,4.1
N#C[C@@H]1[C@H](c2ccccc2C2=CCCCC2)[C@H](CO)N1C(=O)c1cccc(F)c1,-17.8,.,-1.4,-52.7
C[C@H]1CN([C@@H](C)CO)S(=O)(=O)c2ccc(-c3cccc(C#N)c3)cc2O[C@@H]1CN(C)Cc1cccc(F)c1,11.4,62.2,.,-67.7
C[C@H]1CN([C@@H](C)CO)S(=O)(=O)c2ccc(C3=CCCC3)cc2O[C@H]1CN(C)C(=O)c1ccccn1,5.1,42.1,0.2,16.4
COc1ccc(C#Cc2ccc([C@H]3[C@@H](CO)N4C(=O)CN(C(=O)c5ccccc5)C[C@H]34)cc2)cc1,-6.2,.,-1.5,8.4
O=C(C[C@H]1CC[C@H](NC(=O)c2cccc(F)c2)[C@@H](CO)O1)NCc1ccc(Oc2ccccc2)cc1,-6.3,78.1,2.4,17.8
C[C@@H]1CN([C@H](C)CO)C(=O)c2cc(NS(=O)(=O)c3cn(C)cn3)ccc2O[C@H]1CN(C)Cc1ccc(C(=O)O)cc1,-9.7,-56.4,5.2,-5.7
O=C(C[C@@H]1CC[C@@H]2[C@H](COC[C@@H](O)CN2CC2CCOCC2)O1)NCC1CC1,-3.6&-7.9,-31.4,1.2,.
C[C@H]1CN([C@@H](C)CO)C(=O)c2cc(NC(=O)c3ccncc3)ccc2O[C@H]1CN(C)C(=O)Nc1ccc2c(c1)OCO2,.,3.3,-0.7,47.8
C[C@@H]1CN([C@@H](C)CO)C(=O)c2cc(NS(=O)(=O)c3ccc(Cl)cc3)ccc2O[C@@H](C)CCCCO[C@H]1CN(C)CC1CC1,-4.1,105.6*,-1.7,-73.6
CCCNC(=O)N1CC2(CCN(CC3CCCCC3)CC2)c2c([nH]c3cc(OC)ccc23)[C@H]1CO,-3.0,.,-1.1,-57.8

Additional records
SMILES,C diff HTS,Tcruzi prolif,GASC1 inh,Pf Dd2 inh
CN1C(=O)c2cc(NC(=O)c3ccc4c(c3)OCO4)ccc2OC[C@H]2O[C@H](CC(=O)O)CC[C@@H]21,2.0,1.3,1.5,-0.9
COc1cccc(CN(C)C[C@@H]2OCc3cn(nn3)CCCC(=O)N([C@H](C)CO)C[C@H]2C)c1,.,11.0,0.2,3.7
CC(C)NC(=O)N(C)C[C@@H]1Oc2c(NC(=O)CCCCCC(=O)Nc3ccccc3N)cccc2C(=O)N([C@H](C)CO)C[C@H]1C,2.3,.,0.8,3.2
C[C@H](CO)N1C[C@H](C)[C@@H](CN(C)C(=O)c2ccncc2)Oc2ncc(C#CC3CC3)cc2C1=O,.,30.6,1.8,18.4
CO[C@H]1CN(C)C(=O)c2ccc(NC(=O)C3CCCC3)cc2OC[C@H](C)N(S(C)(=O)=O)C[C@H]1C,.,33.9,0.7,3.2
C[C@H]1CN([C@@H](C)CO)C(=O)c2cc(NS(=O)(=O)c3ccc(F)cc3)ccc2O[C@H]1CN(C)CC1CC1,7.4&4.6,.,-0.4,-13.2
C/C=C/c1cccc(-c2nc(C(=O)N3CCN(C)CC3)cc3c2[C@@H](CCO)N(C(=O)NC(C)C)C3)c1,-1.8,.,.,14.8
CC(C)NC(=O)Nc1cccc2c1O[C@H](CN(C)C(=O)NC(C)C)[C@@H](C)CN([C@H](C)CO)C2=O,-2.1,22.9,0.7,-0.2
C[C@@H]1CN([C@H](C)CO)C(=O)c2cc(NS(=O)(=O)c3cn(C)cn3)ccc2O[C@H]1CN(C)S(=O)(=O)c1ccc(Cl)cc1,-4.2,-14.6,3.3,6.8
C[C@@H]1CN([C@H](C)CO)C(=O)c2cc(NC(=O)Nc3ccc(C(F)(F)F)cc3)ccc2O[C@@H](C)CCCCO[C@H]1CN(C)S(=O)(=O)c1cccs1,3.5,92.3,-2.4,-29.7
COCC(=O)Nc1ccc2c(c1)C(=O)N(C)C[C@@H](OC)[C@H](C)CN(Cc1ccccn1)[C@@H](C)CO2,.,-3.3,0.0,4.3
C[C@H](CO)N1C[C@H](C)[C@H](CN(C)C(=O)Nc2ccc(C(F)(F)F)cc2)Oc2c(NC(=O)C3CCOCC3)cccc2C1=O,-4.4,34.8,-1.4,-10.1

(cont.)
SMILES,C diff HTS,Tcruzi prolif,GASC1 inh,Pf Dd2 inh
CC(=O)N1CCCCN2[C@H](CO)[C@H](c3ccc(-c4ccncc4)cc3)[C@@H]2C1,-9.1,30.2,-0.4,36.1
C/C=C/c1ccc2c(c1)O[C@@H](CN(C)C(=O)c1ccc3c(c1)OCO3)[C@H](C)CN([C@H](C)CO)S2(=O)=O,1.4,10.8,0.2,-51.6
COc1ccc(CN(C)C[C@H]2Oc3ccc(NS(=O)(=O)c4ccc(C)cc4)cc3CC(=O)N([C@@H](C)CO)C[C@@H]2C)cc1,-12.2,104.5*,5.2,-22.0
COc1ccc2c3c(n(C)c2c1)[C@H](CO)N(C(=O)C1CCCCC1)CC31CN(C(=O)Nc2cccc(F)c2)C1,2.3,.,-0.3,-24.8
CNC[C@H]1Oc2ccc(NS(=O)(=O)c3c(C)noc3C)cc2C(=O)N([C@H](C)CO)C[C@@H]1C,1.9,21.0,-0.6,-2.9
CN1C(=O)c2cc(NC(=O)C3CCCCC3)ccc2OC[C@@H]2O[C@@H](CC(=O)NCc3ccccc3F)CC[C@H]21,19.8,-16.5,-0.3,-11.6
CC=Cc1ccc2n(c1=O)C[C@@H]1[C@@H](CO)[C@H](C(=O)NC3CCCC3)N[C@H]21 (mixture of isomers),-19.0,.,1.7,-7.2
C[C@H]1CN([C@@H](C)CO)C(=O)c2cc(NC(=O)Nc3ccc(C(F)(F)F)cc3)ccc2O[C@H]1CN(C)S(=O)(=O)c1cn(C)cn1,.,24.9,1.4,-41.6
C[C@H](CO)N1C[C@H](C)[C@@H](CN(C)C(=O)Nc2ccc(C(F)(F)F)cc2)Oc2ccc(NC(=O)Cn3cnnn3)cc2C1=O,-0.6,-44.7,0.5,28.9
C[C@H](CO)N1C[C@H](C)[C@H](CN(C)Cc2ccncc2)Oc2cc(-c3ccccc3F)ccc2S1(=O)=O,2.3&-6.1,106.0*,0.7,8.8&11.6
COc1ccccc1S(=O)(=O)N1C[C@@H]2N[C@H](C1)C2c1ccc(-c2ccncc2)cc1 (some centres undefined),-5.8,.,0.3,-67.6
C[C@@H]1CN([C@@H](C)CO)C(=O)Cc2cc(NC(=O)Cc3cn(C)c4ccccc34)ccc2O[C@@H]1CN(C)S(=O)(=O)c1cccs1,-3.1,78.4,-0.9,-4.6

(list continues)
SMILES,C diff HTS,Tcruzi prolif,GASC1 inh,Pf Dd2 inh
COc1ccc(CN(C)C[C@H]2Oc3ccc(NS(=O)(=O)c4ccc(OC)cc4)cc3C(=O)N([C@@H](C)CO)C[C@@H]2C)cc1,2.4,-16.0,0.2,-14.0
O=C(Cc1ccccc1)N[C@H]1CC[C@H](CC(=O)N2CCOCC2)O[C@H]1CO,.,-90.0,-0.6,-4.8
C[C@H](CO)N1C[C@H](C)[C@H](CN(C)C(=O)Nc2ccccc2)Oc2ccc(NC(=O)Cn3cnnn3)cc2CC1=O,0.7,8.4,2.4,3.6
CC(C)NC(=O)N[C@H]1CC[C@@H](CCNS(=O)(=O)c2ccc(Cl)cc2)O[C@@H]1CO,5.8,-65.6,2.4,-5.9
Cc1noc(C)c1NC(=O)N(C)C[C@@H]1Oc2ccc(NS(=O)(=O)c3ccc(Cl)cc3)cc2CC(=O)N([C@H](C)CO)C[C@@H]1C,-3.4,34.9,-0.8,23.3
COc1ccc(-c2ccc([C@@H]3[C@@H](CO)N4CCCCN(C(=O)c5ccc(F)cc5)C[C@H]34)cc2)cc1,-2.3,122.8*,-1.2,26.5
Cc1ccccc1S(=O)(=O)N1C[C@@H](O)COC[C@H]2O[C@H](CC(=O)N3CCCCC3)CC[C@@H]21,.,3.2,2.3,8.8
COCC#Cc1cnc2c(c1)C(=O)N([C@H](C)CO)C[C@H](C)[C@H](CN(C)C(=O)Cc1ccncc1)O2,-2.2,-25.7,1.0,23.0
CN(C)CC(=O)N1[C@@H]2Cn3c(ccc(-c4ccccc4)c3=O)[C@H]1[C@@H](C(=O)N1CCOCC1)[C@@H]2CO,-2.4,-3.3,-0.5,11.6
O=C(C[C@@H]1CC[C@H]2[C@@H](COC[C@@H](O)CN2C(=O)Nc2cccc(Cl)c2)O1)N1CCCCC1,40.8&35.4,95.4*,-2.2,-6.4
CO[C@H]1CN(C)C(=O)c2cc(NS(=O)(=O)c3ccc(C)cc3)ccc2OC[C@@H](C)N(C)C[C@H]1C,-2.7,-16.6,1.0,8.8
C[C@H](CO)N1C[C@H](C)[C@H](CN(C)CC2CCCCC2)Oc2c(NC(=O)c3cnccn3)cccc2C1=O,10.8,4.9,-0.8,-14.0
COc1ccc(S(=O)(=O)Nc2ccc3c(c2)C(=O)N([C@@H](C)CO)C[C@@H](C)[C@H](CN(C)S(=O)(=O)c2ccc(OC)cc2)OCCCC[C@@H](C)O3)cc1,4.6,?,-1.2,-46.7
C[C@H]1CN([C@@H](C)CO)C(=O)Cc2cc(NC(=O)Nc3ccc4c(c3)OCO4)ccc2O[C@H]1CN(C)S(=O)(=O)c1cn(C)cn1,-3.3,-3.5,0.7,2.4
CN(C)C(=O)c1ccc(-c2ccc3c(c2)[C@H]2[C@H](CCN2C(=O)c2ccc4c(c2)OCO4)[C@H](CO)N3)cc1,4.1,99.5*,1.5,-23.4
